Screening results (PubChem BioAssay)
eIF4E 4G PPI – eIF4E–eIF4G protein interaction inhibitors, primary screen, biochemical, uHTS, TR-FRET, eIF4GI fragment; inhibition, % at 21.7 µM; 220,000 compounds, 0.37% hits; AID 782, 2007; Eukaryotic translation initiation factor 4E (Mus musculus) + Eukaryotic translation …; TR-FRET eIF4E-eIF4GI(517-606) binding, 2 h;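 active means inhibition above about 30%, limit read from the data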;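 further: 0% = full FRET control wells and 100% = background wells lacking eIF4GI fragment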
14-3-3 Bad PPI – inhibitors of 14-3-3 zeta/Bad binding, primary screen, biochemical, TR-FRET, bovine 14-3-3 zeta. 14-3-3 protein zeta/delta (Bos taurus), P63103. TR-FRET 14-3-3zeta/Dy647-pBad peptide displacement, 1 h. inhibition, % at 21.7 µM. 220,000 compounds, 0.71% hits. AID 781, 2007;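 active means inhibition above about 70%, limit read from the data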;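 further: 0% = full 14-3-3 plus peptide FRET controls and 100% = background without 14-3-3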
Target sequence (P63103 whole entry, looked up): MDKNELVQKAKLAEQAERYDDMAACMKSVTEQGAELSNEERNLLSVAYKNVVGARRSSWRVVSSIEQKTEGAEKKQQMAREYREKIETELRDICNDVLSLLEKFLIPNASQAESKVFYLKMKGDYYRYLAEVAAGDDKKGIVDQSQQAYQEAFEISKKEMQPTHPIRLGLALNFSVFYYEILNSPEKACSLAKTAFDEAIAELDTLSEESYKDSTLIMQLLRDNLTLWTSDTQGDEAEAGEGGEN
Rad51 HR inh – human RAD51 strand exchange inhibitors, primary screen, biochemical, fluorescence; inhibition, % at 10 µM; hRad51 DNA strand exchange, fluorescence dequenching; DNA repair protein RAD51 homolog 1 (Homo sapiens), Q06609; 200,000 compounds, 0.085% hits; AID 1385, 2008;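 active means inhibition above 40% at the single screening dose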;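 further: 0% = DMSO control wells and 100% = blanks with heterologous ssDNA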
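Test system – preformed human Rad51 ssDNA filaments · Reagent – Donor/quencher-labelled 47-bp dsDNA substrate · Incubation – 37 °C 15-min filament assembly, 30-min compound preincubation, 15-min exchange · Signal – FRET fluorescence dequenching, excitation 485 nm, emission 520 nm · Read-out – percent inhibition from fluorescence, normalised to plate control and blank means · Benchmarks – plate control and blank wells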
p97 inhibitor – inhibitors of human p97 ATPase, primary screen, biochemical. Transitional endoplasmic reticulum ATPase (Homo sapiens), P55072. recombinant p97 ATPase, Kinase-Glo ATP luminescence, 3 h. inhibition, % at 8 µM. 220,000 compounds, 0.42% hits. AID 1481, 2009; in the data active means inhibition above about 15%;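 further: 0% = DMSO vehicle and 100% = wells lacking enzyme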
Target sequence (P55072 whole entry, looked up): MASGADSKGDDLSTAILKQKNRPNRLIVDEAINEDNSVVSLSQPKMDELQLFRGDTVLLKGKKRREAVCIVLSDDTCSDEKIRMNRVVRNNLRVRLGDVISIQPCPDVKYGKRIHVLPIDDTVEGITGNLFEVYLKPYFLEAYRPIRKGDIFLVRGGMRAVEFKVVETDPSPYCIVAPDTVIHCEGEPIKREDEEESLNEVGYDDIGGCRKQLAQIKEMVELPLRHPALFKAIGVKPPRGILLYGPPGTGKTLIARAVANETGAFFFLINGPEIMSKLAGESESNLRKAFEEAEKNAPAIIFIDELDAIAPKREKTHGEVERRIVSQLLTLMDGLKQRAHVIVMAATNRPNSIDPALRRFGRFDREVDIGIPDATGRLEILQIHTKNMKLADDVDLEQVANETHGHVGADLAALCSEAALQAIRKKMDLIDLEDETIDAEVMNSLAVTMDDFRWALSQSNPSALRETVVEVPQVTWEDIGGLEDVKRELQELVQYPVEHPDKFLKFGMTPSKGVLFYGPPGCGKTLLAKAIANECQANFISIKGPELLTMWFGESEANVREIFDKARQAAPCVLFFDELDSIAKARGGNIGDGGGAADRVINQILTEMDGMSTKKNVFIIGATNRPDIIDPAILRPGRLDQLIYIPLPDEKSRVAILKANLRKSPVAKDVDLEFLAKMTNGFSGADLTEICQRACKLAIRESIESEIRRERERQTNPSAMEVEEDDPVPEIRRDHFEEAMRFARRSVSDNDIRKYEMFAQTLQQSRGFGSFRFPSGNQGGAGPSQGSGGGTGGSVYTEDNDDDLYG
hK5 inh – human KLK5 protease inhibitors, primary screen, biochemical, 1536-well; recombinant hK5, fluorogenic AMC substrate cleavage; inhibition, % at 5 µM; 210,000 compounds, 0.59% hits;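 active means inhibition of 40% or more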;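 further: 0% = enzyme controls without compound and 100% = no-enzyme blanks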
FXIIa inh 1536 – human FXIIa protease inhibitors, primary screen, biochemical, 1536-well | AID 800, 2007 | purified FXIIa, Boc-QGR-AMC fluorogenic substrate, 2 h | inhibition, % at 5 µM | 220,000 compounds, 0.3% hits; in the data active means inhibition above about 40%;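 further: 0% = enzyme with no compound and 100% = blank without enzyme; many of its hits are not listed in these tables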
Wee1 stabilizer – Wee1 degradation inhibitors, primary screen, cell-based, HeLa, Wee1K328M-luciferase, luminescence. HeLa Luc-Wee1K328M stability; 100% = proteasome inhibitor MG132 effect. reporter increase, % at 5 µM. 220,000 compounds, 1.2% hits;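 active means activation above the mean of all tested compounds plus 3 SD, set per screening run, cut at about 8.8% in these data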;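 further: cells exposed to compound for 20 h before luminescence read; 0% = DMSO alone and 100% = MG132 at 30 µM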
Mdm2 ligase inh – MDM2-luciferase reporter signal enhancers, primary screen, MDM2 E3 ligase inhibitor project, cell-based, luminescence, 1536-well. cell-based MDM2 ubiquitination luciferase reporter, 2 h; 0 = plate control, 100 = twice control, blank-subtracted. 210,000 compounds, 0.11% hits. signal enhancement, % at 5 µM. AID 1230, 2008. E3 ubiquitin-protein ligase Mdm2 (Homo sapiens), Q00987;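 active means signal enhancement of 30% or more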;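 further: luminescence tracks abundance of the self-degrading MDM2-luciferase fusion protein; higher signal means inhibition of MDM2 E3 ligase activity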
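Material: Stable MDM2–luciferase fusion reporter cells | Amount: 2000 cells seeded into each well | Dosing: One concentration, 5 µM, with 0.2% DMSO | Incubation: 4 h cell settling then 2 h compound exposure, 37 °C | Measured by: Luciferase luminescence | Read-out basis: % enhancement relative to plate controls after blank subtraction | Benchmarks: Control and blank well means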
FXIa inh – human FXIa protease inhibitors, primary screen, biochemical, 1536-well. AID 798, 2007. Coagulation factor XI (Homo sapiens), P03951. inhibition, % at 5 µM. 220,000 compounds, 0.14% hits. purified FXIa, Boc-Glu-Ala-Arg-AMC fluorogenic substrate;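 active means inhibition of at least 40%; inactive means inhibition below 40%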;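 further: fluorescence of freed AMC excited at 355 nm; 0% = enzyme without compound and 100% = no enzyme blank; many of its hits are not listed in these tables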
* marks the source's active call; other numbers are inactive results; . = not tested or not shown; [ ] = another dose, or the depositor's remark.

SMILES | eIF4E 4G PPI | 14-3-3 Bad PPI | Rad51 HR inh | p97 inhibitor | hK5 inh | FXIIa inh 1536 | Wee1 stabilizer | Mdm2 ligase inh | FXIa inh
Cc1ccccc1C(=O)N1CCN(C(c2ccccc2)c2ccccc2)CC1 | 3 | -1 | 13 | -2 | -4 | 11 | 2 | -17 | 2
COc1cc(/C=C/C(=O)OCC(=O)Nc2sc3c(c2C#N)CCC(C)C3)ccc1OCC#N (stereo not drawn) | -2 | -15 | . | 12 | . | 6 | -1 | . | 2
Cc1noc(C)c1CSc1nnc(-c2cccnc2)n1C1CCCCC1C (stereo not drawn) | 2[fluorescence artefact?] | -6[fluorescence artefact?] | 1 | 0 | 2 | -1 | -2 | 6 | 2
COc1ccc(OC)c(S(=O)(=O)N2Cc3ccccc3CC2C(=O)O)c1 (stereo not drawn) | 6 | 0 | -2 | 1 | 2 | 5 | -1 | -10 | -3
Cc1cc(NC(=O)C2CCN(S(=O)(=O)c3cnc[nH]3)CC2)ccc1Br | 6 | 4 | -6 | -3 | 4 | -5 | 8 | -1 | -7
COc1ccc(C(=O)N/C(=C\c2ccc([N+](=O)[O-])cc2)C(=O)NC(CCSC)C(=O)O)cc1 (stereo not drawn) | 2 | -6 | -2 | 4 | -1 | 9 | 1 | -16 | 1
OCCN(Cc1ccccc1)Cc1ccccc1Cl | 0 | 19 | 5 | 1 | -10 | 17 | 5 | -14 | 7
O=C(c1ccc(CNS(=O)(=O)c2cccc(C(F)(F)F)c2)cc1)N1CCOCC1 | -2 | -3 | . | -9 | -4 | 12 | -2 | -5 | 6
O=C(CCC1CCCN(C(=O)c2ccc3[nH]ccc3c2)C1)N1CCN(c2ccccn2)CC1 (stereo not drawn) | -1 | -6 | -3 | -2 | 3 | 10 | -3 | -7 | -3
CCNc1nc(N)nc(Oc2ccc(OCC)nn2)n1 | -2[fluorescence artefact?] | 8 | 3 | 3 | 7 | 15 | 1 | 14 | 2
COc1ccc(NC(=O)C2CCN(C(=O)c3ccccc3)CC2)cc1OC | 0 | 11 | -1 | 4 | 1 | -5 | 2 | -3 | 4
N#Cc1c(Nc2ccc(F)cc2)sc(C(=O)c2ccc(F)cc2)c1N | -11 | 0 | -7 | 0 | 5 | 16 | -3 | -10 | 16
Cc1cc2cc(CNC(=O)c3cccc([N+](=O)[O-])c3)ccc2n1C | 5 | -12[fluorescence artefact?] | 5 | 8 | -8 | 16 | -2 | . | 7
CC(C)(C)c1ccc(-c2nnc(SCC(=O)NC3CCS(=O)(=O)C3)n2N)cc1 (stereo not drawn) | -4 | -14 | 12 | 3 | -4 | 5 | 3 | -4 | -2
CCCOC(=O)C1=C(C)NC2=C(C(=O)CCC2)C1c1cccs1 (stereo not drawn) | 2 | -3 | 0 | 1 | 15 | -11 | 0 | -24 | 11
Cc1nc2ncnn2c(C)c1CCC(=O)NCCc1ccccc1 | 2 | 6 | 0 | -8 | -12 | 2 | 5 | -24 | -2
O=C(CCS(=O)(=O)c1cc(Br)cc2c1N(C(=O)C1CC1)CC2)NCC1CCCO1 (stereo not drawn) | -3 | -1 | -4 | 5 | -19 | 24 | 0 | -10 | 4
O=C(CCN1C(=O)C2CCCCC2C1=O)NNC(=O)c1cccc(Cl)c1 (stereo not drawn) | 11 | -6 | 10 | 3 | -11 | 16 | 1 | -2 | 10
NC(=O)c1cc(-c2ccccc2)nc(Oc2ccccc2)n1 | -1 | 4 | 2 | -2 | -17 | 4 | 1 | -6 | -9
Cc1ccc(-n2ncc3c(NCc4ccccc4)ncnc32)cc1 | 2 | 3 | 7 | 2 | 12 | 13 | 1 | -2 | -1
Cc1ccc(CNC(=O)CCNC(=O)c2ccc(Br)o2)cc1 | -1 | 1[fluorescence artefact?] | . | 2 | 2 | -6 | -1 | -7 | -3
O=C(NCc1ccc2c(c1)OCO2)c1nn(-c2ccccc2)c(=O)c2ccccc12 | -2 | 0 | -2 | 5 | 4 | 4 | -3 | -2 | -3
O=C(CSc1nc(-c2ccc(F)cc2)cs1)N1CCOCC1 | . | . | 3 | -4 | 0 | 11 | 2 | -7 | 1
O=C(Nc1ccc(N2CCN(C(=O)c3ccccc3)CC2)cc1)c1cc2ccccc2o1 | -1 | 2 | -7 | 2 | 2 | -6 | 0 | -10 | -6
O=C(Nc1ccccc1)C1CC(=O)N(C2CCCCC2)C1 (stereo not drawn) | 0 | -1 | 6 | 4 | -26 | -1 | 0 | -26 | -5

Quoted at random: 5 entries already listed, in no set order.
SMILES | eIF4E 4G PPI | 14-3-3 Bad PPI | Rad51 HR inh | p97 inhibitor | hK5 inh | FXIIa inh 1536 | Wee1 stabilizer | Mdm2 ligase inh | FXIa inh
Cc1ccccc1C(=O)N1CCN(C(c2ccccc2)c2ccccc2)CC1 | 3 | -1 | 13 | -2 | -4 | 11 | 2 | -17 | 2
Cc1ccc(CNC(=O)CCNC(=O)c2ccc(Br)o2)cc1 | -1 | 1[fluorescence artefact?] | . | 2 | 2 | -6 | -1 | -7 | -3
NC(=O)c1cc(-c2ccccc2)nc(Oc2ccccc2)n1 | -1 | 4 | 2 | -2 | -17 | 4 | 1 | -6 | -9
COc1ccc(OC)c(S(=O)(=O)N2Cc3ccccc3CC2C(=O)O)c1 (stereo not drawn) | 6 | 0 | -2 | 1 | 2 | 5 | -1 | -10 | -3
Cc1cc2cc(CNC(=O)c3cccc([N+](=O)[O-])c3)ccc2n1C | 5 | -12[fluorescence artefact?] | 5 | 8 | -8 | 16 | -2 | . | 7

Additional records:
SMILES | eIF4E 4G PPI | 14-3-3 Bad PPI | Rad51 HR inh | p97 inhibitor | hK5 inh | FXIIa inh 1536 | Wee1 stabilizer | Mdm2 ligase inh | FXIa inh
Cc1cc(C(C)(C)C)oc1C(=O)N(CC(=O)NC1CCCC1)Cc1ccc(Cl)cc1 | -3 | 1 | 2 | -1 | -1 | 19 | 2 | -2 | 3
CCOC(=O)c1c(C)n(C)c2ccc(OCCN(C)C)cc12 | 9 | 4 | . | 3 | -22 | -5 | 0 | -14 | -5
CC1CCC(NC(=O)C2c3ccccc3C(=O)N2Cc2cccs2)CC1 (stereo not drawn) | 0 | 20[fluorescence artefact?] | 2 | -9 | 44* | 18 | -1 | -10 | 4
O=C(Nc1ccc(Cl)cc1)NC1CCCCC1 | -2 | 8 | 6 | 1 | -13 | 2 | 11* | -7 | -4
CCC(=O)NC(=S)NNC(=O)c1ccc(NC(=O)c2ccccc2)cc1 | -1 | -17 | 12 | 6 | -13 | -4 | 1 | -13 | -3
N=C1C(c2nc(-c3ccc(Br)cc3)cs2)=C(O)CN1NC(=O)c1ccc([N+](=O)[O-])cc1 | -1 | 34 | -1 | 1 | -7 | 1 | 1 | -11 | -4
Cc1cc(C)c(S(=O)(=O)N2CCOC2CNC(=O)C(=O)NCCc2c[nH]c3ccccc23)c(C)c1 (stereo not drawn) | 4[fluorescence artefact?] | -2[fluorescence artefact?] | 1 | 5 | -13 | 8 | -1 | . | 4
CC1(C)C([N+](=O)[O-])C(c2ccc(Cl)cc2)NC(c2ccc(Cl)cc2)C1[N+](=O)[O-] (stereo not drawn) | 0[fluorescence artefact?] | 5[fluorescence artefact?] | 4 | 4 | -9 | 12 | -4 | -4 | 4
COC(=O)c1ccc(CN2CCN(CC=C(C)C)C(CCO)C2)cc1 (stereo not drawn) | 1 | 4 | 2 | 3 | 2 | 8 | -1 | -22 | 2
CCc1cc(-c2n[nH]c(=S)n2C(C)c2ccccc2)cs1 (stereo not drawn) | 5 | 12 | 1 | -8 | 0 | 6 | 0 | 0 | -4
CN1CCN(c2cc(C(F)(F)F)nc(-c3ccccn3)n2)CC1 | 0 | -3 | -6 | -2 | 3 | 10 | -2 | -9 | 2
OC1C2CN3CCN(C2)CC1(Cc1ccccc1)C3 (stereo not drawn) | 5 | -12 | -1 | 2 | -4 | 10 | -1 | 2 | -1
COC(=O)c1cc2c(s1)-c1ccccc1CC2 | 9 | 17 | 14 | -2 | -39 | 16 | -1 | -15 | 17
CSCCC(NC(=O)c1ccc([N+](=O)[O-])cc1Cl)C(=O)OCC(=O)NCCCc1ccccc1 (stereo not drawn) | 18[fluorescence artefact?] | 3 | 5 | -2 | -13 | 2 | 0 | 22 | -2
CSCCC(NC(=O)c1ccc([N+](=O)[O-])cc1Cl)C(=O)OCC(=O)NCC(F)(F)F (stereo not drawn) | -3 | -3[fluorescence artefact?] | 4 | 2 | -4 | 10 | -3 | -7 | 2
CCCCNC(=O)c1ccc(-n2c(=S)[nH]c3ccccc3c2=O)cc1 | 1 | -17 | -42 | 4 | -9 | 6 | -3 | -7 | -3
CN(CC(=O)Nc1ccc(Cl)c(C(F)(F)F)c1)Cc1cc(=O)n2ccsc2n1 | 3 | -7 | 13 | -1 | 2 | 12 | -2 | -9 | -1
COc1ccc(Nc2nc(S(=O)(=O)c3ccc(C)cc3)c(Cl)s2)cc1 | 0 | 6 | -4 | -4 | -4 | 7 | 11* | -12 | 3
COc1ccc(OC)c(NC(=O)[C@H]2CC=CC[C@H]2C(=O)O)c1 | -4 | 37 | -3 | 0 | -12 | 13 | -2 | 2 | -2
Cc1nn(Cc2ccccc2)c(Cl)c1C(=O)NCCc1ccc(Cl)cc1 | 7 | 0 | . | -4 | -6 | 6 | 0 | -7 | 5
O=C(CO/N=C/c1ccccc1OC(F)F)N1CCc2ccccc21 | 26 | 84*[fluorescence artefact?] | 2 | -2 | -9 | 7 | -3 | -5 | -6
Cc1nccn1CC(=O)N/N=C/c1c[nH]c2ccccc12 | -11 | 4 | -10 | -6 | 8 | 17 | 0 | -14 | 4
COc1cc(C(=O)NCC(C)C)cc(OC)c1OC | 0 | 21 | -5 | -4 | -23 | -12 | 0 | -8 | -4
CCOc1ccc(C2NC(=O)C(C#N)=C(S)N2c2cccc(C)c2)cc1OC (stereo not drawn) | 3 | -2 | 7 | 0 | 1 | 9 | 1 | 1 | -1
C=CCOc1ccc(C2OC34CCCCC3C(C#N)(C#N)C2(C#N)C(=N)O4)cc1 (stereo not drawn) | 0 | -5[fluorescence artefact?] | 0 | -2 | -89 | 6 | 0 | -17 | 0
CCCCC(CC)CNC(=O)CN(C)S(=O)(=O)c1cccc2nsnc12 (stereo not drawn) | 4 | 0 | -6 | -5 | 5 | 13 | 0 | 6 | 10
O=C(CN1C(=O)c2ccccc2S1(=O)=O)N1CCN(Cc2ccc3c(c2)OCO3)CC1 | -2 | -10 | -9 | 8 | -6 | -2 | 4 | -13 | -5
COc1cccc(Nc2n[nH]c(=S)s2)c1 | -1 | 13 | -3 | 3 | 0 | 15 | 4 | -11 | 21
